# Compound activity deposited in PubChem BioAssay by National Center for Advancing Translational Sciences (NCATS).
# p53ts 39C tox: qHTS Screen for Compounds that Selectively Target Cancer Cells with p53 Mutations: Cytotoxicity of p53ts Cells at the Nonpermissive Temperature. actives 1.5% (n = 130,000). Potency, µM (highest dose often 46.1 µM), for the others: at the highest dose activity change, negative = cell killing, hits mostly cytotoxic. H1299-p53A138V viability at 39C, ATP luminescence, 24 h. AID 902, 2007; also: nearly all actives have a fitted effect of over 55% in size
# p53ts 32C tox: qHTS Screen for Compounds that Selectively Target Cancer Cells with p53 Mutations: Cytotoxicity of p53ts Cells at the Permissive Temperature | H1299-p53A138V at 32C, ATP luminescence viability, 24 h | Potency, µM (top dose mostly 46.1 µM), for inactives: top-dose activity change, negative = cytotoxicity, usual class: cytotoxic | actives 0.93% (n = 130,000) | AID 924, 2007;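 also: 0% = DMSO and -100% = full killing by reference compound; nearly all actives have a fitted effect of over 55% in size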
#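 Viability by ATPlite luminescence after 24 h compound treatment (up to 46 uM) at the permissive 32C. Cells are H1299 carrying p53 A138V. Scale runs from DMSO basal to 100 uM tamoxifen as full kill; AC50 from Hill fits.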
# IkB signaling: IkB Signaling | ABC-DLBCL IkBa-CBG/CBR dual luciferase ratio, 4 h; response scale: scaled: untreated 0%, proteasome inhibitor 100% | Potency, µM (top dose mostly 57.1 µM), without a hit: at the highest dose IkBa stabilization activation | actives 0.04% (n = 110,000); active = well fitted curve in the direction sought with a large enough effect in the signal ratio, not every such curve was filed as active; inconclusive = small, poorly fitted or top-dose-only effect, or a change in a side signal; the % refers to the signal ratio;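 also: the direction sought is a rising ratio; 0% = basal untreated cells and 100% = reference inhibitor full response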
#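 Luminescence ratio of IκBα-fused green versus native red beetle luciferase in OCI-Ly3 cells, 4 h post-doxycycline with compound; red signal alone, scaled from basal (0%) to zero light (-100%), flagged nonspecific or cytotoxic effects.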
# Peg3 imprint: qHTS Assay for Compounds that Induce Erasure of Genomic Imprints. mouse ES Peg3-LacZ reporter, beta-gal luminescence, 40 h. actives 0.02% (n = 110,000). Potency, µM (top dose mostly 60.7 µM), without a hit: at the top dose activity change, positive = activation, most hits filed as activators;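 also: 0% = negative control wells on the plate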
#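 Gelatin-coated wells received 300 freshly trypsinized female ES cells with a Peg3LacZ-Neo reporter on the maternal allele, then incubated 40 hours at 37C. BetaGlo was added for 5 minutes at room temperature before a single luminescence read.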
# An asterisk follows results filed as active; ? = inconclusive; · = no result given; [ ] = remark or other dose. Unless noted, calls follow the shape of the dose curve; as a rule, active = well fitted curve in the direction sought with a large enough effect; inconclusive = small, poorly fitted or top-dose-only effect, or another doubt; inactive = no such curve, though single readings can be large; an effect the other way counts as inactive or inconclusive. Unless noted, % is scaled to controls: 0 for no effect and ±100 for the full control effect; potency is read from the fitted curve at half-maximal effect.
SMILES,p53ts 39C tox,p53ts 32C tox,IkB signaling,Peg3 imprint
CCOC(=O)c1cccc(NC(=O)c2ccc3nc(CCc4ccccc4)oc3c2)c1,-12%,-8%,8.9%,-36%[inhibitor][10.9 µM]
O=C1CC(c2nc(-c3ccccc3)no2)CN1c1ccc2c(c1)OCCO2 (stereo not drawn),-20%,1%,-0.1%,-11%[10.9 µM]
NC(=O)c1cc(-c2ccccc2)sc1NC(=O)Cc1ccc(S(=O)(=O)N2CCOCC2)s1,-9%,-11%,?,-7%
Cn1c(SCc2nc(-c3ccccc3)no2)nnc1-c1cccs1,8%,5%,·,·
Cc1cccc(C)c1Nc1sc(C(=O)c2ccccc2)c(N)c1C(=O)Nc1ccc(F)cc1,-9%,-1%,?,-9%[10.9 µM]
CCC(=O)Nc1ccc(NC(=O)CSc2nnnn2CC)cc1C,-2%,5%,-0.7%,2%
Cc1cccc(-n2ncc(C(=O)N3CCN(C4CCCCC4)CC3)c2C2CCN(C(=O)OC(C)(C)C)CC2)c1,-4%,5%,?,12%[10.9 µM]
CC12CCC(c3c(C(=O)Nc4nccs4)nn(-c4ccccc4)c31)C2(C)C (stereo not drawn),-4%,0%,?,-31%[inhibitor]
CCCCn1c(SCc2cccnc2)nc2c1c(=O)n(C)c(=O)n2C,8%,6%,0.2%,-9%
CCOC(=O)c1ccc2c(c1)[C@@H]1C=CC[C@@H]1[C@H](c1cccc(OC)c1OC)N2,-8%,-11%,?,-8%[10.9 µM]
COc1cccc(C2C(C(=O)Nc3ccc(C)cc3C)=C(C)Nc3nc4ccccc4n32)c1OC (stereo not drawn),-8%,7%,?,-5%[10.9 µM]
CCCCOC(=O)C(C)Nc1n[nH]c(=O)[nH]c1=O (stereo not drawn),-9%,3%,0.4%,-3%
Cc1cc(O)cc(=O)o1,-11%,0%,·,-16%
Cc1csc(NC(=O)CSc2nnc(-c3ccc(S(=O)(=O)N4CCCC4)cc3)o2)n1,-4%,9%,2.3%,-7%
Cn1cnc(S(=O)(=O)N2CCC(C(=O)NCc3ccc(Cl)cc3)CC2)c1,-12%,0%,-1.1%,5%[10.9 µM]
O=C1CCCc2c1cc(C(=O)NCc1ccco1)c(=O)n2-c1ccc(Cl)cc1,9%,-5%,9.7%,·
CCCCC(=O)Nc1c(C(=O)N2CCN(c3ccccc3F)CC2)oc2ccccc12,-6%,9%,-0.9%,-13%[10.9 µM]
COc1ccc(OC)c(NC(=O)Cn2c(=O)n(-c3ccc(Cl)cc3)c(=O)c3c(C)c(C)sc32)c1,4%,-7%,?,-16%[10.9 µM]
Cn1c(=O)oc2cc(S(=O)(=O)NCCC(=O)N3CCc4ccccc4C3)ccc21,2%,2%,2.5%,-11%
Cc1ccc(-n2ncc(C(=O)N3CCN(c4cc(Cl)ccc4C)CC3)c2C2CCN(C(=O)OC(C)(C)C)CC2)cc1,-7%,6%,5.1%,13%[10.9 µM]
CCc1ccccc1NC(=O)CCS(=O)(=O)c1cccc2nonc12,26%,-5%,0.6%,-4%[10.9 µM]
Cc1ccc(C(C)(C)C)cc1,15%,17%[1.84 µM],-1.2%,5%
COc1ccc(-c2ccc(-c3noc(-c4ccccc4OC)n3)c(OC)n2)cc1,-5%,-20%,5.6%,-16%
Cc1ccc(N(Cc2cccs2)C(=O)COc2ccccc2[N+](=O)[O-])cc1,-1%,-14%,?,-15%[10.9 µM]
COc1ccc(NC(=O)c2cc3c(=O)n(Cc4cccnc4)ccc3nc2C)c(OC)c1,-13%,-3%,-2.0%,-8%[10.9 µM]
Cc1ccc(-c2nc(C(=O)NCc3ccc(Cl)cc3)c3n2CCCCC3)cc1,-16%,-3%,?,-9%[10.9 µM]
CS(=O)(=O)N(CC(=O)NC1CCCCCC1)Cc1ccccc1,-7%,-3%,-4.2%,-12%
COC(=O)[C@@H]1C[C@@]2(O)[C@@H](O)[C@@H](O)[C@@H](O)C[C@H]2N1Cc1cc(OC)cc(OC)c1,9%,14%,·,0%
Cc1ccc(OCC(=O)Nc2ccc(C(=O)OCc3cc(=O)n4c(C)csc4n3)cc2)cc1,?,-1%,?,-15%[10.9 µM]
CCOC(=O)/C(C(N)=NCCO)=C(/O)c1ccccc1,8%,-4%,-0.6%,0%

# One compound at a time, as listed above. Values in the order: p53ts 39C tox	p53ts 32C tox	IkB signaling	Peg3 imprint
# Cc1ccc(C(C)(C)C)cc1 as listed: 15%	17%[1.84 µM]	-1.2%	5%
# COC(=O)[C@@H]1C[C@@]2(O)[C@@H](O)[C@@H](O)[C@@H](O)C[C@H]2N1Cc1cc(OC)cc(OC)c1 as listed: 9%	14%	·	0%
# CS(=O)(=O)N(CC(=O)NC1CCCCCC1)Cc1ccccc1 as listed: -7%	-3%	-4.2%	-12%

# Next section:
SMILES,p53ts 39C tox,p53ts 32C tox,IkB signaling,Peg3 imprint
COc1ccc(OC)c(NC(=O)CSc2nnc(Cn3c(=O)sc4ccccc43)n2C)c1,-6%,-4%,5.6%,-11%
Cc1sc2ncn(CCC(=O)O)c(=O)c2c1C,7%,4%,0.4%,·
Cc1ccc(OCc2nnc(SCCN3CCOCC3)n2C)cc1,2%,3%,1.3%,-8%
CCc1ccccc1NC(=O)CSc1ncc(S(=O)(=O)c2ccccc2)c(=O)[nH]1,9%,3%,?,11%[10.9 µM]
NC(=O)c1c(NC(=O)CN2CCCC2)sc2c1CCCC2,0%,-12%,0.4%,-16%
N#Cc1c(C(F)(F)F)cc(-c2ccc(F)cc2)nc1SCC(=O)Nc1ccccc1,10%,6%,?,8%[10.9 µM]
Cc1cc(=O)oc(C)c1C(=O)NCCCN1C(C)CCCC1C (stereo not drawn),6%,2%,1.0%,-12%
Cc1nnc(SCC(=O)NC(=O)NC(C)(C)C)n1N,0%,-5%,0.9%,2%
CCOc1ccc(Sc2cc(C(=O)NCc3ccc(C)cc3)c3ccccc3n2)cc1,?,-5%,-0.2%,-13%[10.9 µM]
CCOC(=O)N1CCC(NC(=O)Cn2ncn3c(cc4sc(CC)cc43)c2=O)CC1,-7%,-4%,-1.3%,14%
CC(=O)CC(=O)[C@@]1(O)CC[C@@H]2[C@@H]3C=C(C)C4=CC(=O)CC[C@@H]4[C@H]3CC[C@]21C,1%[20.6 µM],3%[20.6 µM],1.8%[25.6 µM],-5%[16.8 µM]
COc1cccc(N2CCN(c3ncnc4c3c(-c3ccccc3)cn4-c3ccc(F)cc3)CC2)c1,-6%,-1%,?,-7%[10.9 µM]
Clc1cccc(NCc2nnc(SCc3ccc(Cl)cc3Cl)o2)c1,1%,-6%,·,·
CC1CCCCN1S(=O)(=O)c1ccc(C(=O)Nc2nnc(-c3ccccc3Cl)o2)cc1 (stereo not drawn),?,4%,0.1%,-16%
C[C@H]1[C@H](NC(=O)/C(=N/OC(C)(C)C(=O)O)c2csc(N)n2)C(=O)N1S(=O)(=O)O (stereo in doubt),6%[20.6 µM],-4%[20.6 µM],1.2%[25.6 µM],-13%[16.8 µM]

# Of the compounds above, these contain a tert-butyl group.
SMILES,p53ts 39C tox,p53ts 32C tox,IkB signaling,Peg3 imprint
Cc1cccc(-n2ncc(C(=O)N3CCN(C4CCCCC4)CC3)c2C2CCN(C(=O)OC(C)(C)C)CC2)c1,-4%,5%,?,12%[10.9 µM]
Cc1ccc(-n2ncc(C(=O)N3CCN(c4cc(Cl)ccc4C)CC3)c2C2CCN(C(=O)OC(C)(C)C)CC2)cc1,-7%,6%,5.1%,13%[10.9 µM]
Cc1ccc(C(C)(C)C)cc1,15%,17%[1.84 µM],-1.2%,5%
Cc1nnc(SCC(=O)NC(=O)NC(C)(C)C)n1N,0%,-5%,0.9%,2%

# (listing goes on)
SMILES,p53ts 39C tox,p53ts 32C tox,IkB signaling,Peg3 imprint
CCCn1c(C2CC(=O)N(c3cc(OC)ccc3OC)C2)nc2ccccc21 (stereo not drawn),-10%,-8%,5.0%,-10%
Cc1ccc(NC(=O)c2ccc(=O)n(CC(=O)Nc3ccccc3)n2)cc1,-16%,5%,0.7%,-11%[10.9 µM]
CC1=C(C(=O)OCC(C)C)C(c2cc3c(cc2Br)OCO3)NC(=O)N1C (stereo not drawn),4%,-23%,-1.1%,-18%
Cc1nn(Cc2ccccc2)c2c1C(c1ccc(Cl)cc1)C(C#N)=C(N)O2 (stereo not drawn),5%,0%,·,·
O=C(CN1C(=O)C2(SCC(=O)N2c2cccc(F)c2)c2ccccc21)NCCc1ccccc1 (stereo not drawn),7%,7%,5.2%,-9%[10.9 µM]
CCN(CC)CCCNc1oc(-c2cccc(Cl)c2)nc1C#N,-2%,-2%,3.4%,2%
Cc1c(C)n(CC(O)CN2CCOCC2)c2ccccc12 (stereo not drawn),-4%,3%,-0.4%,15%
O=C(CSc1ccccc1Cl)c1ccco1,-20%,-4%,0.1%,-22%
O=C(c1ccco1)N1CCC(n2nnc3ccccc32)CC1,-2%,-3%,0.3%,?
CCOc1ccccc1N(C(=O)CNC(=O)c1ccco1)C(C(=O)NC(C)(C)C)c1ccncc1 (stereo not drawn),0%,4%,-0.2%,17%
O=C1CC(c2ccccc2)c2c(n3ncnc3[nH]c2=O)N1 (stereo not drawn),6%,0%,-3.1%,-2%[10.9 µM]
Cc1c(NC(=O)c2cc(=O)c3cc(Cl)ccc3o2)c(=O)n(-c2ccccc2)n1C,6%,0%,-0.8%,-10%[10.9 µM]
C#CC(CC)(CC)NC(=S)Nc1cccc(C(C)=O)c1,12%,1%,·,·
Cc1cc(C)cc(NC(=O)NCCc2c(C)nn(C)c2C)c1,1%,9%,0.4%,4%[10.9 µM]
COc1ccc(-c2nc3nc(C)cc(Nc4cccc(C(F)(F)F)c4)n3n2)cc1,-19%,10%,0.5%,-3%[10.9 µM]
O=C(Nc1cccc(NC(=O)c2ccco2)c1)c1cnccn1,-6%,-6%,·,·
COc1ccc(NC(=O)C(=O)NCCc2ccc(OC)c(OC)c2)c(OC)c1,4%,-6%,-0.9%,-12%[10.9 µM]
Cc1ccc(CNC(=O)C2CCN(c3nc4ccccc4n(C)c3=O)CC2)cc1,2%,-2%,2.8%,10%[10.9 µM]
COc1ccc(NC(=O)CC(=O)Nc2ccc(OC)cc2OC)c(OC)c1,1%,-1%,0.4%,-18%
Cc1ccccc1CNCCCSc1nnnn1C,-1%,-9%,0.4%,-4%[10.9 µM]
O=C(CN1C(=O)CC(c2ccccc2)=Nc2ccccc21)NCc1ccccc1,6%,6%,·,·
COc1cccc(Nc2ncc3nc(-c4ccc(F)cc4)c(=O)n(C)c3n2)c1,3%,-2%,-0.8%[11.4 µM],3%
O=C(O)CC1CCCC(c2ccccc2)C1=O (stereo not drawn),8%,13%,-0.8%,-2%
CCn1c(SCC(=O)N2CCCc3ccccc32)nnc1-c1c[nH]c2ccccc12,15%,3%,?,-25%
COc1ccc(CNc2ncncc2-c2cccc(C#N)c2)c(OC)c1,-4%,-1%,-1.7%[11.4 µM],-15%
CCS(=O)(=O)n1nc(-c2ccc(OC)cc2)nc1SC,?,?,-1.7%,-67%[inhibitor]
O=C(Nc1cc(NC(=O)c2ccccc2)c(C(=O)O)cc1C(=O)O)c1ccccc1,5%,8%,·,-6%
CCOC(=O)C(NC(=O)c1ccccc1OCC)(Nc1ncccn1)C(F)(F)F (stereo not drawn),3%,10%,-2.1%,-20%
CCOC(=O)Cn1c(-c2nonc2NC(=O)c2ccccc2F)nc2ccccc21,?,-14%,-1.3%,-8%
O=C(Cn1c(N2CCN(c3ccccc3)CC2)nc2ccccc21)c1ccccc1,-10%,-3%,-0.4%,-2%
COc1ccccc1NC(=O)CSc1nnc(CC(=O)Nc2ccccc2)n1C,-1%,-7%,11%,-2%
Cc1cccc2cc3c(NC(=O)CC(C)C)nn(C)c3nc12,1%,1%,-0.6%,-5%
O=C(C1COc2ccccc2O1)N1CCCC1 (stereo not drawn),-5%,11%,-0.4%,-8%
CC(C)NC(=O)C1CCN(C(=O)N(C)C)CC1,-2%,3%,0.9%,-10%
CCOc1c(C#N)c(C#N)c2nc(C)cc(C)n12,9%,-9%,1.9%,-7%
COc1ccc(/C=N/n2c(-c3ccco3)nc3ccccc3c2=O)cc1,5%,-5%,·,·
CCCc1nc2c(o1)CC(CC(C)SCC)CC2=O (stereo not drawn),7%,1%,0.0%,-16%

# This is a random part of the collection. Share with any hit: about 1.7%.
